Source: PubChem BioAssay
CRFBP-R2 block: CRF-BP/CRF-R2 complex antagonism. 350,000 compounds, 0.59% hits. inhibition, % at 11.8 µM. HEK293 CRF-R2/CRF-BP, CRF-induced calcium fluorescence;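 active = inhibition of the ligand-induced calcium signal above about 50% at the single tested concentration, limit read from the data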
CHRM4 PAM: positive allosteric modulators of human muscarinic M4 receptor; P08173; CHO-K1 hM4/Gqi5, Fluo-8 calcium fluorescence, ACh EC20; 0% = ACh EC20, 100% = maximal ACh; activation, % at 3 µM; 360,000 compounds, 0.4% hits; AID 624126;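 active = activation above its plate's cutoff, the mean activation of sample wells plus 3 SD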; also: some results filed as inactive read as strong as hits
M5 PAM: positive allosteric modulators of human muscarinic M5 receptor. P08912. CHO-K1 hM5, Fluo-8 calcium, ACh EC20 PAM; 0% = ACh EC20, 100% = ACh EC100. activation, % at 3 µM. 360,000 compounds, 0.3% hits. AID 624038;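 active = activation above the run cutoff, the mean activation of all test compounds plus 3 SD, cut at about 18% in these data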
Target sequence (P08912 whole entry, looked up): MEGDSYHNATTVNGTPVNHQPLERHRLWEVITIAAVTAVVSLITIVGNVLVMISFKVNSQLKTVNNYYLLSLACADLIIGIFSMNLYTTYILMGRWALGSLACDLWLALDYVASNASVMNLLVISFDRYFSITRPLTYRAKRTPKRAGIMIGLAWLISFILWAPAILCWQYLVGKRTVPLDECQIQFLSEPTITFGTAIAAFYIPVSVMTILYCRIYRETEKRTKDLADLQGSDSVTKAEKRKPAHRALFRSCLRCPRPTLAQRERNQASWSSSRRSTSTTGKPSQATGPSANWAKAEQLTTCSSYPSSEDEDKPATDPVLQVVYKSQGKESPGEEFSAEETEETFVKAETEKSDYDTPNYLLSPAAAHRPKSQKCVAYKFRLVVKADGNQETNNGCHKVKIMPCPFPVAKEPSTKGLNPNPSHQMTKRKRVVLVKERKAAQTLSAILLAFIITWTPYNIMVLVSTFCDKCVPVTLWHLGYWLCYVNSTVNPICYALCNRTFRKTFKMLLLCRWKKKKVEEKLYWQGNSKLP
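system = human M5 receptor in CHO-K1 cells | reagent = EC20 acetylcholine as agonist stimulus | compound dosing = single-point, 3 µM nominal | incubation = Fluo-8 loading 80 min at 37 °C plus 30 min room temperature | detection = Fluo-8 calcium dye fluorescence, kinetic read | benchmarks = low control EC20 acetylcholine (0%), high control EC100 acetylcholine (100%)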
CRFBP-R2 agonist: agonists of human CRF-binding protein/CRF-R2 receptor complex; HEK293 CRF-R2/CRF-BP, calcium dye fluorescence (FLIPR); percent of saturating CRF peptide response; activation, % at 13.2 µM; 350,000 compounds, 0.46% hits;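 active = activation of at least 50%, plus an integration ratio under a set limit after plate pattern correction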;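 also: plate controls were neutral control wells without compound for no effect and CRF at EC100 for full effect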
TAAR1 antagonist: human TAAR1 antagonism. Q96RJ0. CHO RD-HGA16 TAAR1, Fluo-8 calcium fluorescence, antagonist. AID 624466. 360,000 compounds, 1.5% hits. inhibition, % at 3 µM;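 active = inhibition above a per-plate cutoff, the mean inhibition of test compounds on that plate plus 3 SD, cut at about 49% in these data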;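 also: 0% = DMSO plus EC80 beta-PEA response and 100% = DMSO alone without agonist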
Target sequence (Q96RJ0 whole entry, looked up): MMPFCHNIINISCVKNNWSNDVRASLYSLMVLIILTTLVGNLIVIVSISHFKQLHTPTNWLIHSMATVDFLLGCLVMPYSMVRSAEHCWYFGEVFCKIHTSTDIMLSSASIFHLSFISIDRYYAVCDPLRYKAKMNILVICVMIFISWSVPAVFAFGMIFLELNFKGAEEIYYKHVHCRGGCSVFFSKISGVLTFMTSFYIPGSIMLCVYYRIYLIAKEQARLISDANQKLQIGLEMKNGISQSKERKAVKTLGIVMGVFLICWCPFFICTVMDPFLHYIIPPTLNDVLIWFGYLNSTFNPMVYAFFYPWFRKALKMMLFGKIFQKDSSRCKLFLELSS
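Test system – hTAAR1-expressing CHO RD-HGA16 cells, Gα16-coupled · Also added – β-PEA at EC80 concentration, post-compound challenge · Compound – 3 µM, single point · Incubation – dye loading 75 min at 37 °C, then 30 min room temperature · Measured by – Fluo-8 intracellular calcium dye fluorescence, real-time kinetic reads · Benchmarks – vehicle and agonist controls · Replicates – singlicate, one well per test compound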
TAAR1 ag: human TAAR1 agonism; Q96RJ0; CHO RD-HGA16 TAAR1, Fluo-8 calcium fluorescence; vehicle wells 0%, saturating PEA agonist 100%; activation, % at 3 µM; 360,000 compounds, 0.99% hits; AID 624467;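 active = activation above the mean activation of all test compounds in the run plus 3 SD, cut at about 38% in these data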
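Test system: RD-HGA16 (CHO) cells co-expressing Gα16 and hTAAR1 | Doses: Single dose, 3 µM | Schedule: 17-24 h seeding, 75 min 37 °C dye, 30 min RT | Evaluation: % activation from peak over basal fluorescence ratio, DMSO-to-PEA scaled | Technique: Kinetic Fluo-8 calcium fluorescence | Benchmarks: Low control DMSO, high control PEA (EC100)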
CHRM5 agonist: agonists of human muscarinic M5 receptor (CHRM5); P08912; CHO-K1 hM5 cells, Fluo-8 calcium fluorescence; 0% DMSO wells, 100% maximal acetylcholine response; activation, % at 3 µM; 360,000 compounds, 0.19% hits; AID 624037;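 active = activation above the run's mean over test compounds plus 3 SD, cut at about 23% in these data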;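 also: signal is peak over basal fluorescence ratio across the kinetic read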
CHO-K1 Ca PAM: M1 PAM counterscreen hit in parental CHO-K1 cells; ATP EC20, Fluo-8 calcium fluorescence; 0% at ATP EC20, 100% at ATP max; activation, % at 3 µM; 360,000 compounds, 0.02% hits; AID 602247;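 active = activation above the run cutoff, the mean activation of all test compounds plus 3 SD, cut at about 40% in these data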;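 also: peak over basal fluorescence ratio in a 140 s read after ATP addition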
M5 antag: antagonists of human muscarinic M5 receptor (CHRM5). P08912. CHO-hM5 cells, Fluo-8 calcium fluorescence, ACh EC80. inhibition, % at 3 µM. 360,000 compounds, 0.59% hits;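 active = inhibition above a per-plate cutoff, the mean of that plate's test compounds plus 3 SD, cut at about 27% in these data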;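 also: 0% = acetylcholine EC80 with DMSO and 100% = DMSO without agonist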
The depositor's hits bear a star; . = not tested or not shown; & = joins results of further samples.

The first 2 records, ahead of the listing:
mol,CRFBP-R2 block,CHRM4 PAM,M5 PAM,CRFBP-R2 agonist,TAAR1 antagonist,TAAR1 ag,CHRM5 agonist,CHO-K1 Ca PAM,M5 antag
CC(Oc1ccc(Br)cc1)C(=O)N1CCc2ccccc21 (centres undefined),-164,6,-5,222*,-2,-2,0,23,1
CN1C(=O)c2ccc(NC(=S)NC(=O)C(C)(C)C)cc2C1=O,14,9,5,-1.8,2,1,1,9,-8

Main list, repeating the preview:
mol,CRFBP-R2 block,CHRM4 PAM,M5 PAM,CRFBP-R2 agonist,TAAR1 antagonist,TAAR1 ag,CHRM5 agonist,CHO-K1 Ca PAM,M5 antag
CC(Oc1ccc(Br)cc1)C(=O)N1CCc2ccccc21 (centres undefined),-164,6,-5,222*,-2,-2,0,23,1
CN1C(=O)c2ccc(NC(=S)NC(=O)C(C)(C)C)cc2C1=O,14,9,5,-1.8,2,1,1,9,-8
O=C(O/N=C(\c1ccccc1)c1ccccn1)c1ccc(Cl)c(Cl)c1,2,2,8,-0.9,-2,15,-2,18,-4
CCc1ccc([C@@H]2CC=C(C(=O)O)CN2S(=O)(=O)c2ccc(C)cc2)cc1,6,-6,-18,-1.5,4,6,-3,-14,17
O=C(c1cc(S(=O)(=O)N2CCCCC2)ccc1F)N1CCCCC1,17,5,10,-0.8,.,.,4,22,-10
O=C(O)c1ccccc1S(=O)CCO (centres undefined),-8,0,2,4.0,1,8,0,21,2
CSc1ccc(S(=O)(=O)Nc2ccc(N3CCOCC3)c(Cl)c2)cc1,-16,5,-11,-1.1,-10,5,6,-2,14
CCOC(=O)C(NC(=O)c1ccc(F)cc1)(Nc1sc2c(c1C(N)=O)CCC2)C(F)(F)F (centres undefined),-3,5,-3,2.6,-17,4,-2,7,5
COc1ccccc1N1CCN(S(=O)(=O)CCNC(=O)C(C)Oc2ccccc2)CC1 (centres undefined),8,0,-3,-0.1,-2,5,1,-8,-7
CCc1cc(=O)oc2c3c(cc(OCC(=O)NCc4ccncc4)c12)OC(C)(C)CC3,-5,5,-6,-1.2,31,0,0,14,2
Cc1c(C(=O)N2CCCCC2C)sc2nc3n(c(=O)c12)CCC3 (centres undefined),-4,1,1,-0.2,4,1,-3,-1,8
CCc1ccc(NC(=O)NC2CCCCCCC2)cc1,-9,3,2,-0.4,-9,-2,-4,4,1
O=C(C1Cc2ccccc2CN1S(=O)(=O)c1cccs1)N1CCCCCC1 (centres undefined),6,-5,-5,-1.4,12,1,-6,19,10
Nc1c(C(=O)O)sc2nc(-c3ccccc3)cc(-c3ccccc3)c12,-9,1,3,9.1,-6,0,5,21,-8
CC(=O)N1CCN(S(=O)(=O)c2cccc(C(=O)OCN3C(=O)c4ccccc4C3=O)c2)CC1,5,-1,6,0.6,-5,6,1,24,1
Cc1ccc(C(=O)Nc2ccc(NC(=O)c3ccccc3Cl)c(C)c2)cc1,-10,-2,-8,-2.2,14,2,-1,6,-3
CCOC(=O)CN1C(=O)C(=O)c2cccc(C)c21,-1,-5,-5,-0.2,-9,0,0,-4,5
O=C(COC(=O)CNC(=O)c1ccc(Br)cc1)NCCC1=CCCCC1,-23,0,-6,-4.6,11,3,-4,6,4
O=C(CCN1C(=O)/C(=C/c2ccc(F)cc2)SC1=S)NCCc1ccc(O)cc1,-18,1,-1,4.1,13,6,2,13,5
CN1CCN(c2ccc(CNS(=O)(=O)c3ccsc3)cc2)CC1,-13,5,-1,-0.3,-4,4,1,-17,-6
CCOC(=O)C(C)(C)NS(=O)(=O)c1ccc(Cl)c([N+](=O)[O-])c1,9,5,5,-2.8,5,0,-5,27,-5
CC1NC(=O)NC1CCCCC(=O)O (centres undefined),3,-4,-2,1.5,1,13,-2,13,7
Nc1nc2c(s1)CCc1c-2cnn1-c1ccccc1,6,1,-10,-0.8,.,.,0,4,-1
NCCCC[C@H]1CNC(=S)N1CCc1cccc(F)c1,-1,6,2,-1.2,1,7,-9,-2,10
CC(=O)N1C[C@H]2CON(C)[C@H]2C[C@H]1c1cccc(-c2ccc(C#N)cc2)c1,-3,11,3,2.6,-23,1,2,12,-9

An excerpt from above in order of molecular weight, smallest number first:
mol,CRFBP-R2 block,CHRM4 PAM,M5 PAM,CRFBP-R2 agonist,TAAR1 antagonist,TAAR1 ag,CHRM5 agonist,CHO-K1 Ca PAM,M5 antag
CC1NC(=O)NC1CCCCC(=O)O (centres undefined),3,-4,-2,1.5,1,13,-2,13,7
CCOC(=O)CN1C(=O)C(=O)c2cccc(C)c21,-1,-5,-5,-0.2,-9,0,0,-4,5
Nc1nc2c(s1)CCc1c-2cnn1-c1ccccc1,6,1,-10,-0.8,.,.,0,4,-1
CCc1ccc(NC(=O)NC2CCCCCCC2)cc1,-9,3,2,-0.4,-9,-2,-4,4,1
CC(Oc1ccc(Br)cc1)C(=O)N1CCc2ccccc21 (centres undefined),-164,6,-5,222*,-2,-2,0,23,1
CN1CCN(c2ccc(CNS(=O)(=O)c3ccsc3)cc2)CC1,-13,5,-1,-0.3,-4,4,1,-17,-6
O=C(c1cc(S(=O)(=O)N2CCCCC2)ccc1F)N1CCCCC1,17,5,10,-0.8,.,.,4,22,-10
O=C(O/N=C(\c1ccccc1)c1ccccn1)c1ccc(Cl)c(Cl)c1,2,2,8,-0.9,-2,15,-2,18,-4
CCc1cc(=O)oc2c3c(cc(OCC(=O)NCc4ccncc4)c12)OC(C)(C)CC3,-5,5,-6,-1.2,31,0,0,14,2
O=C(COC(=O)CNC(=O)c1ccc(Br)cc1)NCCC1=CCCCC1,-23,0,-6,-4.6,11,3,-4,6,4
CC(=O)N1CCN(S(=O)(=O)c2cccc(C(=O)OCN3C(=O)c4ccccc4C3=O)c2)CC1,5,-1,6,0.6,-5,6,1,24,1
CCOC(=O)C(NC(=O)c1ccc(F)cc1)(Nc1sc2c(c1C(N)=O)CCC2)C(F)(F)F (centres undefined),-3,5,-3,2.6,-17,4,-2,7,5

The results go on:
mol,CRFBP-R2 block,CHRM4 PAM,M5 PAM,CRFBP-R2 agonist,TAAR1 antagonist,TAAR1 ag,CHRM5 agonist,CHO-K1 Ca PAM,M5 antag
COc1ccc(NS(=O)(=O)c2ccc3c(c2)CCN3C(=O)CCC(=O)O)cc1OC,8,-3,6,0.5,-7,0,-2,-9,7
CCOC(=O)C1(CCOc2ccccc2)CCN(Cc2cc(OC)cc(OC)c2)CC1,-13,-13,-16,0.3,28,10,3,1,9
CCN1CCN(Cc2ccc(NC(=O)c3cc(NC(=O)C4=NN(c5ccccc5)C(=O)C4)cc(OC)c3)cc2C(F)(F)F)CC1,-21&5,-4&-5,0&0,0.7&-1.4,-11&10,0&3,1&1,12&4,-4&5
CC(C)CNC(=O)COC(=O)c1ccccc1SCC(=O)NCC(C)C,2,4,2,-3.0,-4,1,-2,27,-4
COc1cc(C(=O)NNC(=O)NC2CCCCC2)cc(OC)c1OC,16,3,-9,0.6,3,8,0,8,-1
CN1CCN(c2ccccc2NC(=O)c2c(F)cccc2F)CC1,-6,8,5,-1.8,5,1,-3,11,-1
Cc1cccc(N2CCN(CC(O)COc3ccc4ccccc4c3)CC2)c1 (centres undefined),-36,5,-7,2.1,-22,2,1,5,16
CC(C)CCN1CCN(Cc2nc(-c3ccccc3)cs2)CC1CCO (centres undefined),-2,-7,8,0.1,5,9,-5,12,-15
O=C(CCC(=O)OCc1ccc(Br)cc1)Nc1ccccc1,6,-3,-1,-0.4,-7,1,-3,12,3
C=CCOC(=O)C1=C(C)NC(SC)=C(C#N)C1c1ccc(OCC)cc1 (centres undefined),26&1,-8&-4,-16&-6,3.6&1.8,-2&-16,-1&4,-7&-7,-4&11,6&-3
CN1CC(c2ccc(Cl)c(Cl)c2)[C@@]2(COc3ccccc3C2=O)[C@@]12C(=O)Nc1ccccc12 (some centres undefined),5,3,12,5.2,-12,2,2,8,-2
CCOC(=O)C1=C(COC(=O)[C@@H]2CCCN2S(=O)(=O)c2ccc(C)cc2)NC(=O)NC1C (some centres undefined),0,3,-10,-0.5,-7,1,-4,-10,11
COc1ccccc1N1CCN(C(=O)CSc2nnc3n2C(C)(C)Cc2ccccc2-3)CC1,6,-19,-18,-1.1,40,16,4,8,12
COc1cccc(NC(=O)COC(=O)c2ccc(S(=O)(=O)NCc3ccco3)cc2)c1,2,6,-7,1.1,24,8,4,8,4
CCOP(=O)(O)c1ccccc1OCCOCCOc1ccccc1P(=O)(O)OCC,4,-6,-2,-3.4,0,-1,0,2,7
O=C(/C=C/c1ccco1)Nc1ccc(C(=O)N2CCOCC2)cc1,-1,11,3,-3.3,-1,0,-1,6,3
CCc1ccc(-c2cn(-c3nc(C)cc(C)n3)c(=N)o2)cc1,8,0,-3,0.0,3,2,-7,24,15
